Screening results (PubChem BioAssay)
hERG protect = shields human hERG channel from block by proarrhythmic agents | CHO-hERG, FluxOR thallium flux, dofetilide IC70 present | Q12809 | 0.51% of 310,000 active | activation (rescue from dofetilide block), less the hit threshold, % at 10 µM | AID 1511;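 active = activation above the mean of controls blocked by dofetilide plus 5 SD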;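 note: thallium influx through hERG after potassium depolarization seen as dye fluorescence rise; in these data hits start at about 4.7%; inactives centre near -7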
Target sequence (Q12809 whole entry, looked up): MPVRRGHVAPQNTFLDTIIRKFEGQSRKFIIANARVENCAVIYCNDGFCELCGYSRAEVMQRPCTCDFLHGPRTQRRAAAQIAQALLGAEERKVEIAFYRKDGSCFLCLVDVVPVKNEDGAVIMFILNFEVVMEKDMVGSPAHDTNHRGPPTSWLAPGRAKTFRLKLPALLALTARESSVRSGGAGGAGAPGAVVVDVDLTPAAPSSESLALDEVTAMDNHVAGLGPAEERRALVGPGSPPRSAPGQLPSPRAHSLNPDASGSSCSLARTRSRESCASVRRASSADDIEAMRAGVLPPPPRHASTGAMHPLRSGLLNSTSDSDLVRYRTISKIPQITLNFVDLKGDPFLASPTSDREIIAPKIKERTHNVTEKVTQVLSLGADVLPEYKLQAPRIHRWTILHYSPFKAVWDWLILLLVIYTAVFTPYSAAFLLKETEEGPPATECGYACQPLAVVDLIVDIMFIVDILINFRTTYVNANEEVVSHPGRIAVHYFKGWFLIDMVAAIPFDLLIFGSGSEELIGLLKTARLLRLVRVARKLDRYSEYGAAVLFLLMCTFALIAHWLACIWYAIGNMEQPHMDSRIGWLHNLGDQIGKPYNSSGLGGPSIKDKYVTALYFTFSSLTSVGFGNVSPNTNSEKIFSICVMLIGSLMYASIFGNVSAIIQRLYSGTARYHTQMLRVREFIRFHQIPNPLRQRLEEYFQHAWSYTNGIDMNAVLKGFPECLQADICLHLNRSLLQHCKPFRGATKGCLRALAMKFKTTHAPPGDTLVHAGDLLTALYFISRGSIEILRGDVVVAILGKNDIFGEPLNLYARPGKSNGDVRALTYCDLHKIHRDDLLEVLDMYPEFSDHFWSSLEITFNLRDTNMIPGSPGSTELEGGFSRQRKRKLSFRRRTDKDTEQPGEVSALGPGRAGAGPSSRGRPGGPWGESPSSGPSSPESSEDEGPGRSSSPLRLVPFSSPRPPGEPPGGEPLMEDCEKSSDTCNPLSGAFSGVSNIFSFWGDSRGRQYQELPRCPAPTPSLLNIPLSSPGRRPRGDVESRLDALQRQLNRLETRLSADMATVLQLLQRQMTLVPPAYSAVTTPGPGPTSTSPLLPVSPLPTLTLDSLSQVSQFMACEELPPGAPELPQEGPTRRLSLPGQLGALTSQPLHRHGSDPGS
HDAC3 inhib = inhibitors of human histone deacetylase 3; recombinant HDAC3, fluorogenic peptide/trypsin coupled, fluorescence; 0.15% of 320,000 active; inhibition, % at 8.3 µM; in the data active = inhibition above about 26%, passing the limit was not always enough; inconclusive = no clear call, values can overlap the other calls
KCNQ1 inh = inhibitors of human KCNQ1 potassium channel. 1.3% of 310,000 active. B-score at 10 µM. CHO-K1 KCNQ1, FluxOR thallium flux fluorescence; hits give high values. AID 2642;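 active = compounds whose thallium flux B-score, printed positive for inhibition, exceeds three library SD while starting fluorescence stays within three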;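 note: channel opened by potassium depolarization with thallium stimulus after 20 min compound exposure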
TRPC4 agonist = activators of mouse TRPC4 channel; HEK293 TRPC4beta/mu-opioid, Fluo4 calcium fluorescence; hits give high values; AID 2237; B-score at 10 µM; 0.49% of 310,000 active;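 active = B-score above 5 SD of library B-scores, and initial fluorescence ratio not above library mean plus 5 SD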;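 note: positive B-score marks a calcium rise read as TRPC4 activation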
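Material: TRPC4beta and mu-opioid receptor HEK293 stable cells | Incubation: 45 min room-temperature Fluo4 loading, 110 s read | Detection: Kinetic Fluo4 calcium fluorescence | Measure: Integrated baseline-normalised fluorescence ratio, converted to per-well B score | Benchmarks: Low control buffer alone, high control maximal DAMGO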
KCNK3 block = human KCNK3 channel inhibition, primary screen; O14649; B-score at 10 µM; CHO-KCNK3 thallium flux, FluxOR fluorescence; hits give low values; 0.84% of 340,000 active;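 active = B-score under library mean minus 4 SD, starting fluorescence ratio at most library mean plus 5 SD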;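 note: more negative B-score means stronger inhibition of thallium flux through KCNK3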
DYRK1A inh = blocks rat Dyrk1A kinase activity | Q63470 | ADP-Glo luminescence, NFATc1 peptide | 0.43% of 310,000 active | AID 504441 | inhibition, % at 12.5 µM; in the data active = inhibition above about 50%;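 note: plate controls were vehicle with enzyme for no effect and no enzyme for full effect; many of its hits are not listed in these tables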
TMEM16A inh = inhibitors of mouse TMEM16A calcium-activated chloride channel; Q8BHY3; HEK293 TMEM16A/YFP iodide influx fluorescence, ionomycin; normalized B-score (activity score, 25-100; higher = stronger inhibition) at 10 µM; 1.2% of 310,000 active; AID 588511;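 active = ratio plate-corrected score three or more library SD toward inhibition, starting fluorescence score within five deviations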;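 note: score derived from kinetic fluorescence span divided by baseline fluorescence per well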
TMEM16A act = activators or potentiators of mouse TMEM16A chloride channel | Q8BHY3 | HEK293 TMEM16A/YFP-H148Q/I152L, iodide quench fluorescence; hits give low values | B-score at 10 µM | 0.3% of 340,000 active | AID 623877;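 active = fluorescence-ratio B-score plate-corrected deviation score at least 3 library SD below zero, with starting fluorescence score within 5 deviations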;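 note: channel opened by trigger with iodide after compound preincubation; score built on the fluorescence ratio of max minus min over baseline; more negative score means more quench and so TMEM16A activation or potentiation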
KCNQ1 pot = human KCNQ1 channel potentiation or activation | AID 2648 | 0.35% of 310,000 active | CHO-K1 KCNQ1, thallium flux FluxOR fluorescence; hits give high values | B-score at 10 µM | P51787;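 active = fluorescence ratio B-score, a plate-corrected score, at least three library SD, with initial intensity B-score within 5 SD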
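Test system: CHO-K1 cells stably expressing KCNQ1 / Medium: assay buffer / Also added: depolarizing K+/Tl+ stimulus, K2SO4 and Tl2SO4 each 12.5 mM in 5x stock / Incubation: 90 min dye loading and 20 min compound exposure, both at room temperature / Signal: thallium influx via FluxOR fluorescence, kinetic imaging / Evaluation: B score of baseline-normalized fluorescence ratio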
KCNK9 inh = blocks the human KCNK9 two-pore domain potassium channel. Q9NPC2. HEK293 KCNK9, FluxOR thallium flux fluorescence; hits give low values. B-score at 10 µM. 1.2% of 310,000 active. AID 488922;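 active = ratio B-score over 3 SD below the library mean, with starting fluorescence within 5 SD of its mean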;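 note: negative B-score means less thallium flux so channel inhibition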
TRPC4 PAM = allosteric potentiators of mouse TRPC4 channel; Q9QUQ5; HEK293 TRPC4beta/mu-opioid, DAMGO EC20, Fluo-4 Ca2+ flux; hits give high values; B-score at 10 µM; 0.42% of 310,000 active;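 active = B-score of calcium response area above 5 SD of library B-scores, with initial fluorescence ratio within 5 SD of library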;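 note: B-score of integrated fluorescence ratio over time as area under calcium response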
The depositor's hits bear a star; i = inactive; ? = inconclusive; . = no result given.

SMILES	hERG protect	HDAC3 inhib	KCNQ1 inh	TRPC4 agonist	KCNK3 block	DYRK1A inh	TMEM16A inh	TMEM16A act	KCNQ1 pot	KCNK9 inh	TRPC4 PAM
CC(OC(=O)c1ccccc1NCCO)C(=O)Nc1ccc(S(=O)(=O)N2CCOCC2)cc1 (centres undefined)	-17	-27	i	i	i	-1	i	i	i	i	i
Cc1noc(C)c1S(=O)(=O)N1CCCC(C(=O)NCc2ccccn2)C1 (centres undefined)	-6	1	i	i	i	4	i	i	i	i	i
O=C(c1ccccc1)c1ccc(Sc2ccc([N+](=O)[O-])cc2)cc1	-20	-3	i	i	-8.8*	-3	i	i	i	i	i
O=c1c(Cl)c(N2CCOCC2)cnn1-c1nc2ccccc2[nH]1	-13	4	i	i	i	5	i	i	i	i	i
CC(C)COC(=O)CCn1[nH]c(=O)c2ccccc2c1=O	-14	2	i	i	i	-1	i	i	i	i	i
O=C(CCc1ccccc1)NNC(=O)c1cc(Cl)ccc1O	-5	-3	i	i	i	0	i	i	i	i	i
COc1ccc(Cl)cc1NC(=O)C/C(C)=N/NC(=O)CCc1ccccc1	-7	-2	i	i	i	0	i	i	i	i	i
CC1(C)CC(=O)C=C(Nc2cccc(O)c2)C1	0	3	i	i	i	27	i	i	i	i	i
COc1ccc(C(=O)NNC(=O)C2=NN(c3ccccc3)C(=O)CC2)cc1	-4	-1	i	i	i	-6	i	i	i	i	i
C[C@@H]1O[C@@H](O[C@H]2[C@H](Oc3cc(O)c4c(c3)O[C@H](c3ccc(O)cc3)CC4=O)O[C@H](CO)[C@@H](O)[C@@H]2O)[C@H](O)[C@H](O)[C@H]1O	-7	-4	i	i	i	4	i	i	i	i	i
CCCN1CC(=O)N2Cc3[nH]c4ccccc4c3C[C@H]2C1=O	-3	-15	i	i	i	3	i	i	i	i	i
CCc1nnc(NS(=O)(=O)c2ccc(NC(=S)NC(=O)/C=C/c3ccc(F)cc3)cc2)s1	-6	.	i	i	i	3	i	i	i	i	i
O=C(CCS(=O)(=O)c1cc(Br)cc2c1N(C(=O)C1CC1)CC2)N1CCN(c2ccccn2)CC1	-12	-1	i	i	i	-10	i	i	i	i	i
Cc1nc2sccn2c(=O)c1S(=O)(=O)NC(C)c1ccccc1 (centres undefined)	-9	-3	i	i	i	5	i	i	i	i	i
O=C1C(Cc2ccccc2)SC(=Nc2ccccc2)N1c1ccccc1 (centres undefined)	-6	12	i	i	i	0	i	i	i	i	i
Cn1ccs/c1=N\C(=O)Nc1ccccc1	-13	11	i	i	i	-3	i	i	i	i	i
CCOc1ccc(CCNC(=O)CN2C(=O)c3cccnc3Oc3ccc(C)cc32)cc1OCC	-13	0	i	i	i	2	i	i	i	i	i
COc1c(C(C)C)cc(NC(C)=O)cc1C(C)C	1	0	i	i	i	-6	i	i	i	i	i
Nn1cc(-c2ccccc2)nc1SCC(=O)NCCN1C(=O)CSC1=O	-14	1	i	i	i	2	i	i	i	i	i
Cc1onc(-c2c(Cl)cccc2Cl)c1C(=O)N1C(C)CCCC1C (centres undefined)	-6	4	i	i	i	2	i	i	i	i	i
COc1cccc(Nc2c(F)c(OC)c(F)c(F)c2C(=O)O)c1	-2	3	i	i	i	-1	i	i	i	i	i
Cc1ccc(-c2[nH]ncc2C(=O)c2ccc(Br)cc2)c(O)c1	-8	2	i	i	i	3	i	i	i	i	i
O=C(Nc1ccc(F)cc1)c1cccnc1	-2	1	i	i	i	11	i	i	i	i	i
Cc1cccc(CNC(=O)CCn2ccc3cc(S(=O)(=O)N4CCCC4)ccc32)c1	-8	8	i	i	i	1	i	i	i	i	i
N#Cc1c(-c2ccccc2Cl)c2c([nH]c1=O)-c1ccccc1OC2	-7	-107	i	i	i	2	i	i	i	i	i

Further compounds:
SMILES	hERG protect	HDAC3 inhib	KCNQ1 inh	TRPC4 agonist	KCNK3 block	DYRK1A inh	TMEM16A inh	TMEM16A act	KCNQ1 pot	KCNK9 inh	TRPC4 PAM
CN(C)Cc1ccccc1Cc1ccccc1	-4	5	i	i	i	11	i	i	i	i	i
CCCOc1ccc(C2C(C(=O)c3ccc(C)o3)=C(O)C(=O)N2Cc2ccco2)cc1 (centres undefined)	-11	0	i	i	i	26	i	i	i	i	i
CC(C)NC(=O)C1CCN(Cc2cnn(-c3ccccc3)c2-n2cccc2)CC1	-6	-1	i	i	i	3	i	i	i	i	i
COc1ccc(NC(=O)COC(=O)/C=C/c2ccccc2[N+](=O)[O-])cc1OC	1	?	i	i	i	-2	i	i	i	i	i
CN(c1cccc(NS(=O)(=O)c2cccs2)c1)S(C)(=O)=O	-12	-1	i	i	i	2	i	i	i	i	i
COC(=O)c1cc(=O)nc2sc(-c3ccc(F)cc3)nn12	-9	7	i	i	i	-2	i	i	i	i	i
NC(=O)CSc1ncnc2c1cnn2Cc1ccccc1	-11	-18	i	i	i	1	i	i	i	i	i
CCOC(=O)c1cnc(-n2[nH]c(C)c(Cc3ccccc3)c2=O)[nH]c1=O	-7	0	i	i	i	-3	i	i	i	i	i
O=C(O)CCc1nnc(SCC(=O)Nc2ccc(Cl)c(C(F)(F)F)c2)[nH]c1=O	-2	-1	i	i	i	1	i	i	i	i	i
CCCCC1CCC(C(=O)N(CCOC)c2c(N)n(CCCC)c(=O)[nH]c2=O)CC1 (centres undefined)	-12	.	i	i	i	2	i	i	i	i	i
Cc1c(C(=O)N2CCCC2)c(S(=O)(=O)Nc2cccc(Br)c2)c(C)n1C	-5	3	i	i	i	0	i	i	i	i	i
COc1ccc(OC)c(/C=C/C(=O)NC2=NCCS2)c1	-5	-3	i	i	i	-6	i	i	i	i	i
CCOC(=O)C(C)Oc1ccc(NC(=O)C(Cl)Cl)cc1 (centres undefined)	-8	9	i	i	i	-1	i	i	i	i	i
COc1cc(C2NC(=O)NC(C)=C2C(=O)OCc2ccc(C)cc2)cc(OC)c1O (centres undefined)	-10	0	i	i	i	.	i	i	i	i	i
N#Cc1c(Cl)nc(N/N=C/c2ccccc2)c(Cl)c1Cl	-14	2	i	i	i	2	i	i	i	i	i
CC(C)OC(=O)CC1C(=O)NCCN1C(=O)COc1ccc(C(C)(C)C)cc1 (centres undefined)	-2	4	i	i	i	-5	i	i	i	i	i
Cc1[nH]c(=S)[nH]c(=O)c1Cc1ccccc1	-1	1	i	i	i	-8	i	i	i	i	i
COC(=O)c1nn(-c2ccc(OC)cc2)c(=O)cc1Sc1ccc(C)cc1	-8	2	i	i	i	-2	i	i	i	i	i
CC1(C)Cc2cccc(OCC(=O)NCc3ccccc3)c2O1	-7	.	i	i	i	.	i	i	i	i	i
CC12C=CC3(CN(Cc4ccccc4)C(=O)C3C1C(=O)NC1CC1)O2 (centres undefined)	-9	0	i	i	i	-1	i	i	i	i	i
COc1ccc(OC)c(NC(=O)CSc2nnc(Cc3cccn3C)n2CCc2ccccc2)c1	-14	-6	i	i	i	0	i	i	i	i	i
CN(CC(=O)Nc1ccc(F)cc1)C(=O)COC(=O)c1cc(S(=O)(=O)N(C)C)ccc1N1CCCC1	-5	-2	i	i	i	-10	i	i	i	i	i
CCOc1ncccc1C(=O)N1CCN(Cc2ccc3c(c2)OCO3)CC1	-6	2	i	i	i	2	i	i	i	i	i
Cn1c(=O)[nH]c(=O)c2c1nc(SCC(=O)O)n2CCCc1ccccc1	-7	-7	i	i	i	2	i	i	i	i	i
O=C(Oc1ccc(C(=S)N2CCOCC2)cc1)c1ccccc1[N+](=O)[O-]	-6	-6	i	i	i	-4	i	i	i	i	i

New compounds follow
SMILES	hERG protect	HDAC3 inhib	KCNQ1 inh	TRPC4 agonist	KCNK3 block	DYRK1A inh	TMEM16A inh	TMEM16A act	KCNQ1 pot	KCNK9 inh	TRPC4 PAM
CCC(C)NC(=O)CCn1c(-c2ccc(F)cc2)cc(C(C)=O)c1C (centres undefined)	-4	0	i	i	i	3	i	i	i	i	i
O=C(Nc1cccc(S(=O)(=O)N2CCOCC2)c1)c1ccc(N2CCOCC2)c([N+](=O)[O-])c1	-6	-4	i	i	i	1	i	i	i	i	i
COCCN(C(=O)COC(=O)/C=C/c1ccc(C)o1)c1c(N)n(Cc2ccccc2)c(=O)[nH]c1=O	-10	-4	i	i	i	-3	i	i	i	i	i
COc1cc(CO)c(Br)cc1OCC(=O)Nc1ccccc1C	-7	-7	i	i	i	3	i	i	i	i	i
CC(=O)N1N=C(c2cccc([N+](=O)[O-])c2)OC1(C)CC(=O)Nc1ccccc1 (centres undefined)	-6	-8	i	i	i	-1	i	i	i	i	i
O=C1Nc2c(Br)cc(Br)cc2C1(O)N1CCOCC1 (centres undefined)	-12	-3	i	i	i	-2	i	i	i	i	i
N#CCCN(C(=O)COC(=O)c1ccc(S(=O)(=O)Nc2ccccc2)cc1)c1ccccc1	-10	3	i	i	i	-2	i	i	i	i	i
CC1Cc2nc(SCC(=O)NCC3CCCO3)n(Cc3ccccc3)c(=O)c2S1 (centres undefined)	-3	3	i	i	i	-6	i	i	i	i	i
Cc1ccc(-c2c[n+](CC(=O)Nc3ccc(C)cc3C)c3n2CCC3)cc1	-5	5	i	i	i	1	i	i	i	i	i
CCOc1cc(N)c(Cl)cc1C(=O)NCC1CN(Cc2ccc(F)cc2)CCO1 (centres undefined)	-9	3	i	i	i	11	i	i	i	i	i
Cc1c(C(=O)Nc2ccc3c(c2)OCO3)sc2ncn(CC(=O)N3CC(C)CC(C)C3)c(=O)c12 (centres undefined)	-10	-2	i	i	i	1	i	i	i	i	i
O=C(OC(C(=O)NC1CCCCC1)c1ccccc1)c1ccco1 (centres undefined)	-9	0	i	i	i	-5	i	i	i	i	i
COc1ccc(C(=O)Nc2cccc(-c3ccc(N4CCOCC4)nn3)c2)cc1OC	-11	4	i	i	i	-8	i	i	i	i	i
Cc1nc(SCC(=O)N2CCC(C(N)=O)CC2)n[nH]1	-6	1	i	i	i	7	i	i	i	i	i

An excerpt (hit frequency here may not be typical).
